Screening data: PubChem, National Center for Advancing Translational Sciences (NCATS)
mIDH1 inhibitor = blocks human mutant IDH1 R132H enzyme | 0.093% of 390,000 active | AID 602179 | IDH1-R132H enzyme, NADPH consumption, diaphorase/resazurin fluorescence | O75874 | Potency, µM (series often up to 76.6 µM), for the others: at the highest dose activity change, negative = inhibition, most hits filed as inhibitors; further: potency means the concentration at half of the fitted maximal effect; on the % scale 0 is the no-effect control and ±100 the full control effect; nearly all actives have a fitted effect of over 65% in size
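IDH1-R132H (0.5 ug/mL dispensed) in pH 7.5 Tris buffer was preincubated 30 min with compound, then given a substrate mix of 0.016 mM NADPH and 2 mM alpha-KG for 80 min at room temperature; remaining NADPH was read by diaphorase/resazurin fluorescence.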
TrxR1 substrate = is turned over as a substrate by rat TrxR1; purified TrxR1 substrate turnover, NADPH consumption readout; Potency, µM (highest dose often 114 µM), for inactives: at the top dose activity change, negative = substrate turnover; 0.01% of 390,000 active; AID 588456; further: potency means the concentration at half of the fitted maximal effect; on the % scale 0 is the no-effect control and ±100 the full control effect; nearly all actives have a fitted effect of over 50% in size
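Rat TrxR1, dispensed at 90 nM, was prereduced with 400 uM NADPH (final) for 5 min at ~22 deg C, then incubated with compound 15 min before 400 uM selenite. A first-read NADPH fluorescence drop versus no-compound background flagged substrates.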
PI4K2A inh = inhibitors of human PI4K2A | 0.13% of 420,000 active | activity change, negative = inhibition, % at 76.9 µM | purified PI4K2A, ADP-Glo luminescence, 1 h; active compounds read low | Q9BTU6; in the data active means activity change below about -50%; inconclusive means mostly about -30% to -49%;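 further: -100% = wells without enzyme as full effect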
Target sequence (Q9BTU6 whole entry, looked up): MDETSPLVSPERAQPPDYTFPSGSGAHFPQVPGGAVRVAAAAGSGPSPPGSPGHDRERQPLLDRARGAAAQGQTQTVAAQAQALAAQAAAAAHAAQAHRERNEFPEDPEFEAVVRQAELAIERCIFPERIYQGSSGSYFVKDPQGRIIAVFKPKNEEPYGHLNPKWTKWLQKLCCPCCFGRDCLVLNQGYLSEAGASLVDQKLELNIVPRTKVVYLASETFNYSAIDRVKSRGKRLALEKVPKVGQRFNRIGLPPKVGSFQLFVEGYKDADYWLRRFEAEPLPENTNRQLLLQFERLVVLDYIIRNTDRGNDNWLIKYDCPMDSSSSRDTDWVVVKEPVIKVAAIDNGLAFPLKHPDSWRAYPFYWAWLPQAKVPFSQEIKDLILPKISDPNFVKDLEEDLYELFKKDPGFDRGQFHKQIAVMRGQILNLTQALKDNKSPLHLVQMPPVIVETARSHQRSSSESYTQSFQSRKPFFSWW
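Compounds are screened against recombinant PI4K2A using PI as substrate and ATP, the latter dispensed at 300 microM. Reactions run one hour at ambient temperature before ADP-Glo detection; full inhibition defined by wells lacking enzyme.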
TRHR agonist = TRH receptor (human) agonism; TRHR cells, calcium flux fluo-8, FDSS agonist mode; activation, % at 2 µM; AID 493084; 0.18% of 360,000 active; P34981; in the data active means activation above about 30%; further: 0% is about no effect
Target sequence (P34981 whole entry, looked up): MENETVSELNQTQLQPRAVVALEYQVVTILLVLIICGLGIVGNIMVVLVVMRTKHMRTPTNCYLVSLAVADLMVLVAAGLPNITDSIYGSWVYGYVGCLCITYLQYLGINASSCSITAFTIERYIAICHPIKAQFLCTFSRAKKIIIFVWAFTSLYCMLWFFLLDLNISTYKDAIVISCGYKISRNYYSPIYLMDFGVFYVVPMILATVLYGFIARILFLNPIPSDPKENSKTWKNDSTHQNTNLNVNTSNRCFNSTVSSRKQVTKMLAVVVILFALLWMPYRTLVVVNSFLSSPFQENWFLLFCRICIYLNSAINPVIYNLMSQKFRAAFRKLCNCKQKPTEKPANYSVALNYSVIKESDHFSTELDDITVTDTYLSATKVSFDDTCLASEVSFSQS
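Agonist-mode FDSS calcium read (Ex 480/Em 530, 1 s cycles) in 1536-well TRHR cells with fluo-8 dye, after 10-cycle baseline and 23 nL compound addition; TRH at EC20 (10 nM final) added afterwards for the enhancer phase.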
rTrxR1 inhibitor = blocks rat thioredoxin reductase 1; O89049; recombinant rTrxR1, NADPH fluorescence consumption, selenite substrate; Potency, µM (highest dose often 114 µM), without a hit: at the highest dose activity change, negative = inhibition, actives largely listed as inhibitors; 1% of 390,000 active; AID 588453; further: potency means the concentration at half of the fitted maximal effect; on the % scale 0 is the no-effect control and ±100 the full control effect; nearly all actives have a fitted effect of over 65% in size
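Rat TrxR1 (90 nM in the dispensed reagent) was pre-reduced with 400 uM NADPH for 5 min at room temperature, then incubated with compound for 15 min. After 400 uM selenite was added, NADPH fluorescence (Ex 340/Em 450 nm) was followed for 8 min.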
D2 antagonist = antagonists of human D2 dopamine receptor | P14416 | HEK293 TREx D2 cells, calcium flux, dopamine EC80 | inhibition, % at 10 µM | 2% of 340,000 active; in the data active means inhibition above about 30%; further: 0% is about no effect
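Dopamine at EC80 is the agonist stimulus; test compounds precede it by 180 s. Calcium flux read kinetically in a force-coupled, inducible HEK293 T-REx D2 cell line.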
D2 agonist = activates the human D2 dopamine receptor; 0.53% of 340,000 active; P14416; activation, % at 2 µM; HEK293 T-REx D2 cells, calcium flux agonist mode;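 active means activation over 3 SD above normal in the single-dose calcium agonist read, cut at about 30% in these data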; further: 0% is about no effect
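In this primary screen, compounds producing a positive calcium signal within 180 s of addition to tetracycline-induced, force-coupled HEK293 Trex D2 cells are flagged; cells are dye-loaded with a no-wash calcium kit beforehand.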
TRHR PAM = allosterically enhances the human TRH receptor. P34981. TRHR cells, fluo-8 calcium fluorescence, EC20 TRH enhancement. enhancement, % at 2 µM. 0.66% of 360,000 active. AID 493056; in the data active means enhancement above about 30%; further: 0% is about no effect
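TRHR-expressing cells loaded with fluo-8 calcium dye were read kinetically (ex 480/em 530) during compound addition, then stimulated with an EC20 of TRH (10 nM final). Enhancement of the Gq-mediated intracellular calcium response was scored.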
USP1 inh = USP1/UAF1 (human) deubiquitinase inhibition. O94782. recombinant USP1/UAF1, Ub-Rhodamine cleavage fluorescence. Potency, µM (doses to about 57.1 µM), without a hit: at the top dose activity change, negative = inhibition, most hits filed as inhibitors. 0.23% of 390,000 active. AID 743255; further: potency means the concentration at half of the fitted maximal effect; on the % scale 0 is the no-effect control and ±100 the full control effect; nearly all actives have a fitted effect of over 60% in size; inactives centre near -12
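In this screen, compounds sit with the deubiquitinase complex (1nM) for 15 min at room temperature before Ub-Rho is added at 150nM final. Fluorescence rise is then followed for 6 reads every 60 seconds.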
Active calls of the source: *; ? = inconclusive; . = not tested or not shown; [ ] = another dose, or the depositor's remark. Unless noted, the call rests on the fitted dose curve; in most records, active means well fitted inhibition curve with a large enough effect; inconclusive means small, poorly fitted or top-dose-only effect; inactive means no such curve, though single readings can be large or run the other way.

1) CC(=O)Nc1ccc(SCC(=O)c2cc(C)n(C)c2C)cc1
2) O=C(CCC(=O)c1ccccc1)NCCOc1ccccc1
3) CN(C)S(=O)(=O)c1cc(NC(=O)COC(=O)Cc2ccc(Cl)cc2Cl)ccc1Cl
4) O=C(CN1C(=O)NC2(CCc3ccccc32)C1=O)NCc1cccc(C(F)(F)F)c1 (stereo unspecified)
5) Cc1ccc(S(=O)(=O)Nc2nc(C)c(C(=O)NN)s2)cc1
6) O=C(Cc1ccc(NC2=NC3CS(=O)(=O)CC3S2)cc1)Nc1ccc(F)cc1 (stereo unspecified)
7) CCN1CCCc2cc(CN(CCN3CCOCC3)C(=S)Nc3ccc(OC)c(Cl)c3)ccc21
8) Cc1cc(C(=O)CCl)c(C)n1-c1cccc(S(=O)(=O)N2CCOCC2)c1

| compound no. | 1 | 2 | 3 | 4 | 5 | 6 | 7 | 8 |
| --- | --- | --- | --- | --- | --- | --- | --- | --- |
| mIDH1 inhibitor | 4.6% | -9.4% | 1.8% | 1.5% | 2.6% | 0.7% | -7.6% | ? |
| TrxR1 substrate | -7.8% | 6.5% | -3.9% | 2.6%[2.29 µM] | -5.5% | -0.9%[57.1 µM] | 1.3% | 1.6%[57.1 µM] |
| PI4K2A inh | -12.3 | 2.4 | 4.1 | 0.7 | -4.6 | 2.0 | -0.7 | 16.1 |
| TRHR agonist | -0.3 | -0.5 | -0.6 | . | 0.0 | 0.0 | -0.4 | 1.6 |
| rTrxR1 inhibitor | -2.4% | 26.5% | -5.9% | -13.5%[57.1 µM] | 5.3% | 19.8%[57.1 µM] | 0.9% | ? |
| D2 antagonist | 7.8 | -5.9 | -19.3 | . | . | 9.3 | 16.0 | -0.6 |
| D2 agonist | 0.2 | -0.8 | -0.2 | . | . | -0.6 | 2.8 | 1.6 |
| TRHR PAM | -2.1 | -5.2 | 0.7 | . | 3.8 | 14.6 | -2.5 | -1.0 |
| USP1 inh | -12.2% | -4.8% | -0.1% | -13.9% | -9.4% | -11.2% | -18.2% | ? |

Six entries from above, arranged by the value under PI4K2A inh, rising:
cpd | molecule | mIDH1 inhibitor | TrxR1 substrate | PI4K2A inh | TRHR agonist | rTrxR1 inhibitor | D2 antagonist | TRHR PAM | USP1 inh
1 | CC(=O)Nc1ccc(SCC(=O)c2cc(C)n(C)c2C)cc1 | 4.6% | -7.8% | -12.3 | -0.3 | -2.4% | 7.8 | -2.1 | -12.2%
5 | Cc1ccc(S(=O)(=O)Nc2nc(C)c(C(=O)NN)s2)cc1 | 2.6% | -5.5% | -4.6 | 0.0 | 5.3% | . | 3.8 | -9.4%
4 | O=C(CN1C(=O)NC2(CCc3ccccc32)C1=O)NCc1cccc(C(F)(F)F)c1 (stereo unspecified) | 1.5% | 2.6%[2.29 µM] | 0.7 | . | -13.5%[57.1 µM] | . | . | -13.9%
6 | O=C(Cc1ccc(NC2=NC3CS(=O)(=O)CC3S2)cc1)Nc1ccc(F)cc1 (stereo unspecified) | 0.7% | -0.9%[57.1 µM] | 2.0 | 0.0 | 19.8%[57.1 µM] | 9.3 | 14.6 | -11.2%
2 | O=C(CCC(=O)c1ccccc1)NCCOc1ccccc1 | -9.4% | 6.5% | 2.4 | -0.5 | 26.5% | -5.9 | -5.2 | -4.8%
3 | CN(C)S(=O)(=O)c1cc(NC(=O)COC(=O)Cc2ccc(Cl)cc2Cl)ccc1Cl | 1.8% | -3.9% | 4.1 | -0.6 | -5.9% | -19.3 | 0.7 | -0.1%

In another format: two of the compounds above
[4] O=C(CN1C(=O)NC2(CCc3ccccc32)C1=O)NCc1cccc(C(F)(F)F)c1 (stereo unspecified)
  mIDH1 inhibitor: 1.5%	TrxR1 substrate: 2.6%[2.29 µM]	PI4K2A inh: 0.7	TRHR agonist: .	rTrxR1 inhibitor: -13.5%[57.1 µM]	D2 antagonist: .	D2 agonist: .	TRHR PAM: .	USP1 inh: -13.9%

[7] CCN1CCCc2cc(CN(CCN3CCOCC3)C(=S)Nc3ccc(OC)c(Cl)c3)ccc21
  mIDH1 inhibitor: -7.6%	TrxR1 substrate: 1.3%	PI4K2A inh: -0.7	TRHR agonist: -0.4	rTrxR1 inhibitor: 0.9%	D2 antagonist: 16.0	D2 agonist: 2.8	TRHR PAM: -2.5	USP1 inh: -18.2%

(further entries)
9) CCCC(=O)Nc1ccc(C(=O)NCc2ccccn2)cc1
10) CCN(Cc1ccccc1)C(=O)CN(c1ccc(OC)cc1)S(=O)(=O)c1c(C)nn(C)c1C
11) O=C(CSc1ccccn1)N/N=C/c1ccccc1[N+](=O)[O-]
12) C/C(Cc1nnn(-c2cc(C)on2)n1)=N\O
13) Cc1ccc(O)c(NC(=S)NC(=O)CC(C)C)c1
14) Cn1c(N/N=C/c2ccccc2)nc2sc3c(c2c1=O)CCC3
15) N#CC(=C(O)COC(=O)CCCNC(=O)c1ccc(Cl)cc1)c1nc2ccccc2[nH]1
16) CC(=O)c1cccc(CN2CCC(n3nccc3NC(=O)c3ccc4c(c3)OCO4)CC2)c1

| compound no. | 9 | 10 | 11 | 12 | 13 | 14 | 15 | 16 |
| --- | --- | --- | --- | --- | --- | --- | --- | --- |
| mIDH1 inhibitor | -10.0% | -0.7% | 2.0% | -0.6% | 3.4% | 1.4% | -8.2% | 1.1% |
| TrxR1 substrate | -5.1% | 2.9% | 7.7%[57.1 µM] | -13.7% | 10.7%[57.1 µM] | -9.4% | -2.6% | 6.0% |
| PI4K2A inh | 0.0 | -11.6 | -3.4 | 4.9 | -3.5 | -6.2 | -10.4 | -2.2 |
| TRHR agonist | 0.4 | -0.3 | -0.9 | -0.1 | -0.6 | -0.1 | . | 0.5 |
| rTrxR1 inhibitor | -7.6% | 12.8% | 10.1%[57.1 µM] | -28.5% | -11.3% | 5.7%[57.1 µM] | -1.7% | 22.0% |
| D2 antagonist | 1.8 | . | -14.4 | -5.4 | -5.6 | 0.0 | . | 0.5 |
| D2 agonist | 1.3 | -0.2 | -1.1 | 0.8 | -0.6 | -0.4 | . | -0.8 |
| TRHR PAM | 21.5 | 13.4 | -1.9 | -6.5 | -2.3 | 1.4 | . | -6.0 |
| USP1 inh | -18.6% | -20.0% | -22.1% | 0.3% | -5.6% | -14.4% | -5.2% | -17.2% |

17) Cc1ccc(-n2c(SCC(=O)Nc3cccc(S(N)(=O)=O)c3)nc3ccccc32)cc1
18) CCOc1ccc(N(C)S(=O)(=O)c2ccc(C)c(C(=O)NCCc3ccc(OC)cc3)c2)cc1
19) CCc1ccccc1NC(=O)C1CCCN1S(=O)(=O)c1ccc(-c2ccc(=O)[nH]n2)s1 (stereo unspecified)
20) COc1ccc(S(=O)(=O)NCC(c2ccco2)N2CCN(c3ccccc3F)CC2)cc1C (stereo unspecified)

| compound no. | 17 | 18 | 19 | 20 |
| --- | --- | --- | --- | --- |
| mIDH1 inhibitor | ? | 1.1% | -9.7% | 12.5% |
| TrxR1 substrate | -3.8% | 6.7%[57.1 µM] | -14.3% | -3.6%[57.1 µM] |
| PI4K2A inh | -3.5 | -0.9 | -10.7 | -2.8 |
| TRHR agonist | -0.6 | 0.6 | 0.0 | 0.0 |
| rTrxR1 inhibitor | 4.9% | 12.0%[57.1 µM] | ? | -7.1%[57.1 µM] |
| D2 antagonist | 8.2 | -17.0 | -14.9 | . |
| D2 agonist | -1.6 | -0.6 | 9.7 | 0.0 |
| TRHR PAM | -0.6 | -11.7 | -2.9 | -2.7 |
| USP1 inh | -3.5% | -20.2% | -11.0% | 1.3% |
